RPL19A-GFP yeast = alters RPL19A-GFP fluorescence in TOR pathway yeast screen | percent response vs DMSO, % at 10 µM | 330,000 compounds, 0.3% hits | S. cerevisiae RPL19A-GFP strain, flow cytometry, 3 h; hits give low values;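 active = percent response vs DMSO below 50%; inconclusive = fewer than 70 events counted for the yeast strain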;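 note: median channel GFP fluorescence of the barcoded RPL19A-GFP strain; ratio of sample median GFP to plate DMSO average so 100% = DMSO; lower means less RPL19A-GFP as with rapamycin TOR inhibition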
AGP1 TOR yeast = alters AGP1-GFP fluorescence in TOR pathway yeast screen; S. cerevisiae AGP1-GFP multiplex flow cytometry, 3 h; GFP as percent of DMSO wells; AID 2066; 320,000 compounds, 0.02% hits; GFP response vs DMSO, % at 10 µM;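 active = GFP response relative to DMSO above a set limit, near screen average plus 3 SD, cut at about 150% in these data; inconclusive = fewer than 70 cells counted for the yeast strain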;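 note: median GFP channel fluorescence of the gated AGP1 strain per well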
GRK2 aptamer HTS = inhibitors of human GRK2 displacing RNA aptamer. P25098. bead flow cytometry, FAM-aptamer displacement from GRK2. inhibition of aptamer binding, % at 10 µM. 330,000 compounds, 0.59% hits;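 active = inhibition of aptamer binding above 40%, roughly 3 SD of noise, on plates passing a quality check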;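 note: median bead fluorescence of bound FAM aptamer so fluorescent compounds give negative values; no value below 0 was filed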
Target sequence (P25098 whole entry, looked up): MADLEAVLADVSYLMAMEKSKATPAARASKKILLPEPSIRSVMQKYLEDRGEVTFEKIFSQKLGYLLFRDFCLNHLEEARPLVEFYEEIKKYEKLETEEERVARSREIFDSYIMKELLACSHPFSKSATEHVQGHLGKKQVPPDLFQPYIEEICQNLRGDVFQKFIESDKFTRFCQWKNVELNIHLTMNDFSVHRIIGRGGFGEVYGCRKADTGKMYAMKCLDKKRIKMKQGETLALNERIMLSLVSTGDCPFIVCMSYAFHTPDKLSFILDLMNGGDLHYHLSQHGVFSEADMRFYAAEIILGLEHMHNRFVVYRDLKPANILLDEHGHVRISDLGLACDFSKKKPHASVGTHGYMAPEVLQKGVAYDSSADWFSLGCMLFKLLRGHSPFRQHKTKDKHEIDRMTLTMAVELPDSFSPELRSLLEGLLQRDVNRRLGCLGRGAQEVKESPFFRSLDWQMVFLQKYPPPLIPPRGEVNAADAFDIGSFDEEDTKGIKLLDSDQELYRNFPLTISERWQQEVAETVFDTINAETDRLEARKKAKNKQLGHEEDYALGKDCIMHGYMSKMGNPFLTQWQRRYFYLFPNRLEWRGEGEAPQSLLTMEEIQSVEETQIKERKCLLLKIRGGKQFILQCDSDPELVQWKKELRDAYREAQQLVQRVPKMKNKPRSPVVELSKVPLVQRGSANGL
CIT2 TOR yeast = yeast TOR pathway CIT2-GFP modulation | AID 2029 | GFP response vs DMSO, % at 10 µM | S. cerevisiae CIT2-GFP strain, flow cytometry, 3 h; 100 means same as DMSO wells | 320,000 compounds, 0.065% hits;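 active = GFP response relative to DMSO above a set limit, near the screen mean plus 3 SD, cut at about 150% in these data; inconclusive = Fewer than 70 cells measured for a yeast strain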;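 note: ratio of well median GFP fluorescence to mean of DMSO wells on the plate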
VLA-4 inh = inhibition in a human VLA-4 binding assay; VLA-4 expressing cells, ligand binding flow cytometry; inhibition, % (about 7 µM as worked out from the volumes in the protocol); 330,000 compounds, 0.2% hits; P13612; in the data active = inhibition above about 50%
GASC-1 inh = blocks human GASC-1 demethylase activity | 330,000 compounds, 0.069% hits | AID 2099 | Q9H3R0 | GST-JMJD2C(1-420) H3K9me3 demethylation, DELFIA europium | inhibition, % at 2.35 µM;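 active = more than half of a compound's replicate wells show inhibition beyond 50%, single wells judged on their own value; inconclusive = some, but no more than half, of replicates pass 50% inhibition; inactive = no replicate passes 50% inhibition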;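 note: signal counts dimethyl H3K9 product captured on neutravidin plate; 0% = median of DMSO wells and 100% = 0.3 times that DMSO median; strong numbers were not always called active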
LAP4-GFP MLPCN = alters LAP4-GFP fluorescence in TOR pathway yeast screen | 320,000 compounds, 0.34% hits | S. cerevisiae LAP4-GFP multiplex, flow cytometry GFP, 3 h; median GFP as percent of DMSO wells | GFP response vs DMSO, % at 10 µM;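 active = GFP response vs DMSO above a set limit, about the screen mean plus 3 SD, cut at about 150% in these data; inconclusive = under 70 cell events counted for the yeast strain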
MEP2 TOR yeast = yeast TOR pathway MEP2-GFP modulation; S. cerevisiae MEP2-GFP strain, flow cytometry GFP, 3 h; 100% = DMSO control level; GFP response vs DMSO, % at 10 µM; 330,000 compounds, 0.51% hits; AID 2016;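 active = GFP response versus DMSO above a set limit, roughly screen mean plus 3 SD, cut at about 180% in these data; inconclusive = fewer than 70 cells counted for a yeast strain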;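 note: median GFP fluorescence of the barcode-gated MEP2-GFP cells per well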
An asterisk follows results filed as active; ? = inconclusive; / = no result given; [ ] = remark or other dose.

Results follow in this order: RPL19A-GFP yeast	AGP1 TOR yeast	GRK2 aptamer HTS	CIT2 TOR yeast	VLA-4 inh	GASC-1 inh	LAP4-GFP MLPCN	MEP2 TOR yeast
COc1ccc(NC(=O)c2cc(-c3ccc4c(c3)OCO4)on2)cc1
 : 108	97	0	93	5	87	92	109
CN(C)/C=C(\C#N)C(=O)Nc1ccc(F)cc1
 : 98	105	3	98	3	4	114	95
O=C(Cn1ccc([N+](=O)[O-])n1)c1ccccc1
 : 107	104	1	111	-4	12	94	115
CCCN(CCC)S(=O)(=O)c1ccc(Cl)c([N+](=O)[O-])c1
 : 93	90	1	/	15	11	88	92
O=C(NN1C(=O)C2C3C=CC(C3)C2C1=O)c1cccc(Cl)c1 (stereo unspecified)
 : 100	95	0	101	-9	-21	89	97
COc1ccc(CNC(=O)C/C(C)=N/NC(=O)COc2cccc(C)c2)cc1
 : 92	97	2	94	-2	-1	91	95
Cc1cccc(NS(=O)(=O)c2ccc(NC(=O)N3CCCCC3)cc2)c1
 : 100	99	0	99	3	6	89	88
O=C(CSc1nc2cc(Cl)c(Cl)cc2[nH]1)c1ccc2c(c1)OCO2
 : 90	93	0	81	-4	2	102	94
O=C(Nc1cccc(Br)c1)c1cc2ccccc2o1
 : 98	97	2	83	6	-10	117	101
O=C(CCCn1c(=O)c2ccccc2n(Cc2cccc(F)c2)c1=O)NC1CCN(Cc2ccccc2)CC1
 : 98	99	0	101	-7	-9	99	95
CCCCc1ccc(-c2ccc(Br)cc2)nc1
 : 98	105	0	101	-3	9	101	104
Cc1ccc(SCC(=O)Nc2cc(S(=O)(=O)N3CCCCC3)ccc2C)cc1
 : 96	97	0	92	0	-6	94	104
COc1ccc(S(=O)(=O)N(CCc2ccccc2)CC(=O)O)cc1OC
 : 100	104	0	104	11	-18	93	107
Brc1cnc(N2CCOCC2)nc1N1CCCCC1
 : 99	103	0	105	-1	-10	93	98
NC(=NC1CCCCC1)c1ccc(Cl)cc1
 : 94	97	2	107	13	-4	97	100

Not a retest: an excerpt of the list.
Results follow in this order: RPL19A-GFP yeast	AGP1 TOR yeast	GRK2 aptamer HTS	CIT2 TOR yeast	VLA-4 inh	GASC-1 inh	LAP4-GFP MLPCN	MEP2 TOR yeast
COc1ccc(NC(=O)c2cc(-c3ccc4c(c3)OCO4)on2)cc1
 : 108	97	0	93	5	87	92	109
CN(C)/C=C(\C#N)C(=O)Nc1ccc(F)cc1
 : 98	105	3	98	3	4	114	95
O=C(Cn1ccc([N+](=O)[O-])n1)c1ccccc1
 : 107	104	1	111	-4	12	94	115
CCCN(CCC)S(=O)(=O)c1ccc(Cl)c([N+](=O)[O-])c1
 : 93	90	1	/	15	11	88	92
O=C(NN1C(=O)C2C3C=CC(C3)C2C1=O)c1cccc(Cl)c1 (stereo unspecified)
 : 100	95	0	101	-9	-21	89	97
COc1ccc(CNC(=O)C/C(C)=N/NC(=O)COc2cccc(C)c2)cc1
 : 92	97	2	94	-2	-1	91	95
Cc1cccc(NS(=O)(=O)c2ccc(NC(=O)N3CCCCC3)cc2)c1
 : 100	99	0	99	3	6	89	88
O=C(CSc1nc2cc(Cl)c(Cl)cc2[nH]1)c1ccc2c(c1)OCO2
 : 90	93	0	81	-4	2	102	94
O=C(Nc1cccc(Br)c1)c1cc2ccccc2o1
 : 98	97	2	83	6	-10	117	101
O=C(CCCn1c(=O)c2ccccc2n(Cc2cccc(F)c2)c1=O)NC1CCN(Cc2ccccc2)CC1
 : 98	99	0	101	-7	-9	99	95
CCCCc1ccc(-c2ccc(Br)cc2)nc1
 : 98	105	0	101	-3	9	101	104
Cc1ccc(SCC(=O)Nc2cc(S(=O)(=O)N3CCCCC3)ccc2C)cc1
 : 96	97	0	92	0	-6	94	104

(further entries)
Results follow in this order: RPL19A-GFP yeast	AGP1 TOR yeast	GRK2 aptamer HTS	CIT2 TOR yeast	VLA-4 inh	GASC-1 inh	LAP4-GFP MLPCN	MEP2 TOR yeast
COc1ccc(C(=O)COC(=O)c2sc(C)nc2C)cc1Cl
 : 95	91	2	89	0	/	95	99
CC1(C)CC(=O)c2c(O)cc(OCC(=O)N3CCN(c4ccc(F)cc4)CC3)cc2O1
 : 100	96	0	95	3	6	91	102
COCC1CCCCN1C(=O)c1ccc(OC2CCN(CCc3ccccc3)CC2)cc1 (stereo unspecified)
 : 97	98	2	97	-99	-7	93	96
COc1ccccc1NC(=O)c1c(C)oc2c1CCCC2
 : 100	/	1	107	93*	-2	111	97
NC(=O)C1CCN(C(=O)CN(c2ccc3c(c2)OCCO3)S(=O)(=O)c2ccccc2)CC1
 : 101	110	0	97	1	-6	102	102
O=C(c1cc2ccccc2oc1=O)N(Cc1ccccc1)C1CCS(=O)(=O)C1 (stereo unspecified)
 : 97	/	0	96	7	10	85	91
Cc1ccc(CS(=O)(=O)CCC(=O)NCCCOC(C)C)cc1
 : 95	101	1	99	-10	-1	97	101
CC(C)(C)C1=C(C#N)C(c2ccc3c(c2)OCO3)C(C#N)=C(N)O1 (stereo unspecified)
 : 102	104	5	114	-1	2	105	108
Cc1ccc(S(=O)(=O)N/N=C\c2ccc3c(c2)OCO3)c(C)c1
 : 122	122	1	119	-1	0	114	110
COc1ccc(S(=O)(=O)N(C)C[C@H]2Oc3ccc(NC(=O)CCC(F)(F)F)cc3C(=O)N([C@H](C)CO)C[C@@H]2C)cc1
 : 92	96	2	95	45	-9	94	93
COc1ccc(CN2CCS(=O)(=O)CC2)cc1OC
 : 98	106	1	107	-6	-7	97	100
CC(C(=O)Nc1nccs1)c1ccc([N+](=O)[O-])cc1 (stereo unspecified)
 : 107	104	1	104	-15	-16	100	105
COC(=O)c1ccccc1NC(=S)N(C)C
 : 95	107	0	97	-10	-2	104	105
COCCNC(=O)CS(=O)Cc1nc(-c2ccc(Cl)cc2)oc1C (stereo unspecified)
 : 99	102	0	104	2	-4	111	103
CCOC(=O)c1cnc2c(cnn2C)c1Oc1ccc(OC)cc1
 : 94	87	0	91	13	1	90	91
Clc1ccc(CSc2nncn2-c2ccc3c(c2)OCCO3)cc1
 : 95	98	0	100	-4	10	111	97
O=C(Nc1cccc(O)c1)c1ccc2c(c1)C(=O)N(Cc1ccco1)C2=O
 : ?	92[may fluoresce red]	0	91[may fluoresce red]	-1	-8	70[may fluoresce red]	106[may fluoresce red]
CC(C)(C)NC(=O)CN(C(=O)c1csnn1)c1ccccc1-c1ccccc1
 : 99	104	0	99	-2	-7	107	97
COc1ccc(CN(C2CCCC2)S(=O)(=O)c2ccc(-n3cnnn3)cc2)cc1
 : 95	97	3	82	4	3	93	97
COc1ccccc1NS(=O)(=O)c1cccc(C(=O)NNC(=O)C(C)NC(=O)c2ccco2)c1 (stereo unspecified)
 : 97	107	16	103	12	3	102	103
CCOC(=O)Cc1c(C)[nH]n(-c2ccccc2)c1=O
 : 95	117	1	108	1	-27	115	91
COc1ccc(NC2=NCC(=O)N2c2ccccc2F)cc1
 : 102	107	3	112	-34	7	106	109
CO/N=C(/CNC(=O)c1cccc(Cl)c1)c1ccc(Cl)cc1
 : 98	97	0	92	1	9	98	99
Cc1ccc(C(=O)O/N=C2\CCCc3ccccc32)cc1
 : 98	97	0	95	13	5	100	99
OCCC1CN(Cc2cccn2-c2ccccn2)CCN1C1CCCCC1 (stereo unspecified)
 : 103	95	0	100	3	29	98	102
COc1cccc(NC(=O)NNC(=O)CCc2ccc(O)c(O)c2)c1
 : 117	94	3	85	-6	-3	81	105
Cc1c(N/C=C/C(=O)c2cccs2)c(=O)n(-c2ccccc2)n1C
 : 97	93	1	92	16	-4	97	99
CN(CCc1cn[nH]c1)Cc1nc(C(c2ccccc2)c2ccccc2)no1
 : 97	104	0	98	3	-20	98	98
C=CCn1c(=O)c2ccccc2n2c(SC(C)C(=O)Nc3nc(-c4ccccc4)cs3)nnc12 (stereo unspecified)
 : 102	104	0	107	-5	19	101	131
CC1CN(C(=O)COC(=O)c2ccc(NC(=O)CC#N)cc2)CC(C)O1 (stereo unspecified)
 : 111	125	0	107	-1	0	106	108
COc1ccc(NC(=O)C2C(c3ccccc3)C2(Cl)Cl)cc1 (stereo unspecified)
 : 97	95	1	90	-8	-8	115	92
COc1cccc(N=CC2=C(O)CC(C)(C)CC2=O)c1
 : 94	86	0	81	0	-6	92	90
O=C1C(=O)N(C2CCS(=O)(=O)C2)C(c2cccc(O)c2)/C1=C(/O)c1ccc(Cl)cc1 (stereo unspecified)
 : 99	109	6	111	7	5	101	113
CC(=O)c1cccc(-n2nnnc2SCC(=O)N2CCCC2)c1
 : 107	105	3	104	-1	5	103	108
CN(C(=O)c1ccc(NC(=O)Cc2cccc(NC(=O)C3CCCN(C(=O)C4CCCCC4)C3)c2)cc1)C1CCCC1 (stereo unspecified)
 : 97	96	0	101	1	-2	104	95
C[C@H](CO)N1C[C@H](C)[C@@H](CN(C)S(=O)(=O)c2cccs2)Oc2c(NS(=O)(=O)c3ccc(F)cc3)cccc2C1=O
 : 92	98	0	95	-14	8	95	90
COc1ccc(NC(=O)c2c(C)oc3c2CCCC3)cc1
 : 98	97	0	98	-5	8	104	99
CN(C)S(=O)(=O)c1cccc(NC(=O)CCc2nc3sc4c(c3c(=O)[nH]2)CCCC4)c1
 : 95	97	0	89	11	0	91	96
CC(C)[C@H](NC(=O)c1ccccc1Cl)C(=O)OCc1cc([N+](=O)[O-])cc2c1OCOC2
 : 100	85	0	86	8	1	84	96
CC(C)CC(NC(=O)c1cccc(Cl)c1)C(=O)O (stereo unspecified)
 : 97	97	3	88	14	-20	100	101
Cc1cccn2c(=O)c(/C=C(\C#N)C(=O)NCc3ccco3)c(N3CCCCC3)nc12
 : 62[may fluoresce violet]	16[may fluoresce violet]	0	?	13	-3	89[may fluoresce violet]	178*[may fluoresce violet]
Nc1c(Cl)cnn(-c2ccccc2)c1=O
 : 95	105	0	91	13	-10	115	98
CCOc1ccc(-c2cc(C(=O)N3CCC(C)CC3)c3ccccc3n2)cc1
 : 105	96	0	96	8	2	87	105
O=C(COC(=O)c1ccccc1)NCCC1=CCCCC1
 : 105	94	0	104	4	-5	95	110
CCCOc1ccc(N2C(=O)CC(N(O)c3ccccc3)C2=O)cc1 (stereo unspecified)
 : 98	99	4	99	6	-3	105	103
NC1=NC[C@@H](Cc2ccc(O)cc2)N1CCCCC1CCCCC1
 : 104	106	0	98	-11	-8	99	103
O=C(N/N=C/c1ccc([N+](=O)[O-])o1)c1cn(-c2ccccc2)nc1-c1ccc(Cl)cc1
 : 107	102	0	109	-29	53	99	108
C/C(=N\NC(=S)Nc1cccc(C)c1)c1cc2ccccc2o1
 : 102	76	1	111	9	12	132	117
CCCCOC(=O)Nc1nnc(SCCOc2ccc(C)cc2)s1
 : 106	102	0	104	-9	0	101	109
O=c1c2ccccc2nc(COc2ccccc2)n1/N=C/c1c[nH]c2ccccc12
 : 104	102	1	83	18	1	112	152
COc1ccc(C(=O)NC(=S)N2CCN(c3ccccc3OC)CC2)cc1OC
 : 86	80	3	94	8	13	83	85
CCc1nc(SCc2ccc(OCC(C)C)cc2)n[nH]1
 : 103	97	0	97	11	1	96	100

Bioassay records deposited in PubChem BioAssay by several laboratories.
